Screening data (PubChem BioAssay)
LMNA splice mod – modulators of lamin A splicing | AID 1487 | Potency, µM (doses to about 46.1 µM), without a hit: at the top dose ratio change, negative = inhibition, hits mostly inhibitors | HeLa LMNA splicing GFP/RFP minigene ratio, 48 h | 0.01% of 200,000 active; active = well fitted inhibition curve with a large enough effect in the signal ratio, with a control signal flat, not every such curve was filed as active; inconclusive = small, poorly fitted or top-dose-only effect, or effect the other way, or a change in a side signal; the % refers to the signal ratio; note: % is set by controls: 0 for no effect and ±100 for the full control effect
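S3 HeLa stable clones carrying a lamin A-EGFP splicing minigene plus DsRed2 were seeded at 600 cells/well in Opti-MEM with 2% FBS, pin-dosed and incubated 48 h at 37°C. Acumen cytometry (488 nm) gave the GFP/RFP total-intensity ratio.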
SMN2 splice enh – enhancers of SMN2 splice variant expression; HEK293 SMN2-luciferase splicing reporter, luminescence, 30-36 h; Potency, µM (highest dose often 46.1 µM), for inactives: at the top dose activity change, positive = activation, most hits filed as activators; 2.8% of 210,000 active; AID 1458; note: % of control where 0% means no effect; nearly all actives have a fitted effect of over 55% in size
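HEK293 cells carry an SMN2 minigene-luciferase reporter in which exon 7 inclusion puts luciferase in frame. Cells were seeded at 2000 cells/well, attached for 10-12 hours, then exposed to compounds for 30-36 hours at 37C before ONE-Glo luminescence.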
ALDH1A1 inh – blocks purified human ALDH1A1 activity; AID 1030; 7.3% of 220,000 active; P00352; Potency, µM (highest dose often 75.3 µM), for inactives: at the highest dose activity, negative = inhibition, hits mostly inhibitors; Purified ALDH1A1, NADH fluorescence, propionaldehyde substrate; active = well fitted inhibition curve with a large enough effect, not every such curve was filed as active; inconclusive = small, poorly fitted or top-dose-only effect, or another doubt; inactive = no such curve, though single readings can be large or run the other way;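 note: plate controls were no enzyme wells and a reference inhibitor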
RECQ1 inh – RECQ1 (human) helicase inhibition; Potency, µM (highest dose often 57.3 µM), inactives show at the highest dose activity, negative = inhibition, most hits filed as inhibitors; 0.54% of 240,000 active; P46063; RECQ1 DNA unwinding, red fluorescence kinetic read;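 note: plate controls were vehicle for no effect and no enzyme for full effect; nearly all actives have a fitted effect of over 30% in size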
Target sequence (P46063 whole entry, looked up): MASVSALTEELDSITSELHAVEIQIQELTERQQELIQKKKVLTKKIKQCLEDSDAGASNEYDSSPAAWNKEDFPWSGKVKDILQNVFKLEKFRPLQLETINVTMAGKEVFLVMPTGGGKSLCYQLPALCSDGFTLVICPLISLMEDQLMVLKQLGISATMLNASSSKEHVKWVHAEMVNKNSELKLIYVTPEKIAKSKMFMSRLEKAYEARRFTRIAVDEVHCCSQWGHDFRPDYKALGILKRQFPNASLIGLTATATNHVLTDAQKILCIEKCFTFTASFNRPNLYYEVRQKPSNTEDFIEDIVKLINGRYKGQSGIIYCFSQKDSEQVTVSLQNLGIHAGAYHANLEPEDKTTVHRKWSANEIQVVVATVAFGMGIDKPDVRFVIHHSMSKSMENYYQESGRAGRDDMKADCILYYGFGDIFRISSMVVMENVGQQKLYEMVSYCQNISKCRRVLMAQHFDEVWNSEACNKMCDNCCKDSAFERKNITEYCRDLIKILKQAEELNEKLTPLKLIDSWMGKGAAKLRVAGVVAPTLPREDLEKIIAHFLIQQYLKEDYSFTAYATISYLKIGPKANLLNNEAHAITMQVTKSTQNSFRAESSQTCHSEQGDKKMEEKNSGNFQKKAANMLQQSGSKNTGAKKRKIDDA
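RECQ1T1 50 nM; forked duplex (20 bp + 30-nt ss tails) 200 nM, ATP 2 mM final; pH 8.0, 2 mM MgCl2, 2.5 ug/ml poly(dI-dC); 15 min compound preincubation; discontinuous kinetic read over 2 h at RT.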
RGS12 GoLoco inh – RGS12 GoLoco-Gai1 interaction inhibition; P63096; Gai1:RGS12 GoLoco peptide FP, rhodamine, 10 min; Potency, µM (doses to about 61.6 µM), inactives show top-dose activity, negative = inhibition, usual class: inhibitors; 0.44% of 230,000 active; active = well fitted inhibition curve with a large enough effect, not every such curve was filed as active; inactive = no such curve, though single readings can be large or run the other way; note: % is set by controls: 0 for no effect and ±100 for the full control effect; nearly all actives have a fitted effect of over 30% in size; many of its hits are not listed in these tables
TexasRed fluor – Texas Red fluorescence interference in TRb-SRC2 counter-screen; TRb/SRC2 Texas Red total fluorescence interference; Potency, µM (top dose mostly 106 µM), for the others: at the top dose fluorescence change, negative = quenching; 0.29% of 280,000 active; AID 1479; active = well fitted curve in either direction with a large enough effect; inconclusive = small, poorly fitted or top-dose-only effect; note: % is set by controls: 0 for no effect and ±100 for the full control effect
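Flags fluorescent or light-absorbing compounds by total fluorescence, S + 2P, at 555 nm excitation and 632 nm emission. Mixture: 20 nM Texas Red SRC2 peptide, 0.6 uM human TRb LBD, 1 uM T3, 5% DMSO; compound exposure 5 h at ambient temperature.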
JMJD2E inh – blocks human JMJD2E demethylase activity; Potency, µM (titrated, usually from 57.1 µM), inactives show at the highest dose activity change, negative = inhibition, usual class: inhibitors; B2RXH2; AID 2147; 1.6% of 230,000 active; JMJD2E catalytic domain, FDH-coupled NADH fluorescence (FDH is formaldehyde dehydrogenase); active = well fitted inhibition curve with a large enough effect, not every such curve was filed as active; inconclusive = small, poorly fitted or top-dose-only effect, or another doubt; inactive = no such curve, though single readings can be large or run the other way;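 note: 0% = wells with enzyme and -100% = buffer wells without enzyme; nearly all actives have a fitted effect of over 50% in size; many of its hits are not listed in these tables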
Target sequence (B2RXH2 1-337 limits assumed): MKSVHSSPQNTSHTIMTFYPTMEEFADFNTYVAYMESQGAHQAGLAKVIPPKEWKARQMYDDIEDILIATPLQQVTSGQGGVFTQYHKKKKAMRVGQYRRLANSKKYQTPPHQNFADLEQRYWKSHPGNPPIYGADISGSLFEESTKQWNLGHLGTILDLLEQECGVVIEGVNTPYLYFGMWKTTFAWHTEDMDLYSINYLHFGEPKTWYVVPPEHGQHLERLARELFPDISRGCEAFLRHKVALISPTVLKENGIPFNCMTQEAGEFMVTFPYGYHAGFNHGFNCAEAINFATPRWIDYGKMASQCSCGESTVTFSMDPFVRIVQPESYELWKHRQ
TRb SRC2 PPI – TRbeta-SRC2 interaction inhibition | Potency, µM (doses to about 106 µM), inactives show at the top dose activity change, negative = inhibition, actives largely listed as inhibitors | 0.065% of 280,000 active | TRbeta-SRC2 peptide binding, fluorescence polarization; receptor liganded with 1 µM T3 | P10828 | AID 1469;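 note: plate controls were bound peptide for no effect and peptide without receptor for full effect; nearly all actives have a fitted effect of over 50% in size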
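Human TRb ligand-binding domain (0.6 uM) is mixed with 20 nM Texas Red SRC2 peptide and 1 uM T3; after compound addition and 5 hr at ambient temperature, polarization is measured and normalized to unbound and bound controls.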
Starred values were filed as active, the others as inactive; i = inactive; ? = inconclusive; / = no result given; [ ] = remark or other dose. Unless noted, calls come from the whole dose curve; as a rule, active = well fitted curve in the direction sought with a large enough effect; inconclusive = small, poorly fitted or top-dose-only effect, or another doubt; inactive = no such curve, though single readings can be large; an effect the other way counts as inactive or inconclusive. Potency is the fitted concentration of half-maximal effect. The list is partial; the hit share may differ from the screen's.

SMILES	LMNA splice mod	SMN2 splice enh	ALDH1A1 inh	RECQ1 inh	RGS12 GoLoco inh	TexasRed fluor	JMJD2E inh	TRb SRC2 PPI
CCCC(O)(c1ccc(Cl)cc1)C(CN1CCOCC1)c1ccccc1 (stereo not given)	-1%	-4%	1%	-10%	1%	-5%	6%	-1%
CC(=O)c1ccc(NC(=O)CSc2nc3nc(C)cc(C)n3n2)cc1	-6%	-17%	2%	8%	2%	0%	8%	2%
COC(=O)[C@H](CCSC)NC(=O)Nc1ccc(OC)cc1	9%	-10%	6%	-8%	8%	4%	2%	-4%
CCOC(=O)c1ccc(NC(=O)c2nc[nH]c2C(=O)NC2CCN(C(=O)OC(C)(C)C)CC2)cc1	/	/	/	-14%	7%	-1%	-14%	-9%
CNC(=S)N/N=C/c1c(C(=O)OC)cnn1-c1ccc(F)cc1F	/	/	/	-1%	-4%	0%	6%	-10%
COc1cccc(-c2cc(C(=O)NC3CCCC3)no2)c1	-10%	11µM*	?	i	7%	3%	0%	-14%
O=C(NCCc1cnn(-c2ccccc2)c1)c1cc(COc2c(F)cccc2F)on1	-15%[46 µM]	/	-14%	i	8%	0%	5%	0%
Cc1noc(C)c1S(=O)(=O)N(CCc1ccccc1)Cc1ccccc1	-1%	-15%	-3%	i	5%	-1%	2%	-10%
c1ccc2c(c1)oc1c(Nc3ccc(CN4CCOCC4)cc3)ncnc12	?	-92%[inhibitor]	20µM*	21%	18%	-6%	?	4%
CCn1c(C)nc2cc(S(=O)(=O)C(F)F)ccc21	3%	-13%	5%	-2%	13%	-2%	4%	5%
CCn1c(/C=C/c2ccccc2[N+](=O)[O-])nc2ccccc2c1=O	/	-20%	-1%	-4%	9%	-4%	-1%	-1%
COC(=O)c1ccc(NC(=O)C2CCCCC2C(=O)O)cc1 (stereo not given)	3%	-6%	2%	0%	-11%	-3%	5%	-10%
Cc1nn(C)cc1C(=O)Nc1cc(Oc2ccc(Cl)cc2)cc([N+](=O)[O-])c1	8%	-16%	2%	-2%	-6%	-6%	7%	2%
CC1CCCC(NC(=O)COC(=O)c2ccccc2NC(=O)c2ccco2)C1C (stereo not given)	-8%	-16%	?	-17%	16%	-3%	?	-7%
O=C(NCCc1ccc(Cl)cc1)c1ccc2nc[nH]c2c1	-5%[9.22 µM]	26%	-1%	-4%	50%[activator]	2%	4%	3%
Cc1ccc(C(=O)O)cc1S(=O)(=O)NCC1CCCO1 (stereo not given)	8%	13%	11%	-1%	6%	0%	-6%	-1%
C/C(=C/C#N)Nc1ccc(C)cc1	-13%[9.22 µM]	8%	8%	i	2%	1%	-4%	1%
Cc1ccc(C(=O)NCCc2n[nH]c(=S)n2C)cc1	0%[9.22 µM]	7%	1%	i	3%	0%	2%	0%
O=C(N/N=C/c1c(F)c(F)c(F)c(F)c1F)c1ccc(Cn2cc(Br)cn2)o1	-3%	-3%	-1%	-2%	14%	-2%	-1%	2%
COc1ccc(/C=C2\C(=O)N(c3c(Cl)cc(Cl)cc3Cl)N=C2NC(=O)c2cccc([N+](=O)[O-])c2)cc1	-9%	1%	?	?	-1%	-15%	0%	0%
Nc1nccc(-c2nn(-c3ccc(Cl)cc3)ccc2=O)n1	7%[46 µM]	/	7%	0%	3%	-1%	-23%	2%
CC(C)C(c1nnnn1C1CCCC1)N1CCC(C(N)=O)CC1 (stereo not given)	?	/	2%	-6%	10%	-2%	-1%	0%
CS(=O)(=O)N1CCC2(CCCN(C(=O)Nc3ccccc3)C2)CC1	/	1%	13%	i	8%	/	/	/
Cc1ccccc1NC(=O)c1ccccc1NC(=O)Cc1cccc2ccccc12	-8%	-10%	?	-11%	9%	-4%	-7%	0%
COc1ccccc1CN(Cc1nc2ccccc2c(=O)[nH]1)C(=O)Nc1ccccc1C	4%	11%	?	i	-4%	2%	2%	1%
COc1ccc(NC(=O)N2CCC3(CC2)CCN(S(=O)(=O)c2ccccc2)CC3)cc1	/	-30%	2%	-6%	10%	/	/	/
Cc1ccc(NC(=O)Cc2c[nH]c3ccccc23)cc1S(=O)(=O)N1CCCCCC1	?	-10%[1.84 µM]	-9%	-10%	-26%	1%	-9%	-4%
Cc1ccc(C)c(NC(=S)NCCN(C2CCCCC2)C2CCCC2)c1	/	-26%	-5%	3%	4%	0%	0%	-1%
Cc1ccc(-n2c(SCC(N)=O)nnc2-c2ccccn2)cc1C	4%	-7%	0%	-3%	2%	-1%	3%	7%
NC(=O)N1CCN(C(=O)c2ccco2)CC1	0%	14%	20µM*	i	-6%	1%	-7%	-22%

Overlap with the part before: two compounds, followed by the next part.
SMILES	LMNA splice mod	SMN2 splice enh	ALDH1A1 inh	RECQ1 inh	RGS12 GoLoco inh	TexasRed fluor	JMJD2E inh	TRb SRC2 PPI
Cc1ccc(-n2c(SCC(N)=O)nnc2-c2ccccn2)cc1C	4%	-7%	0%	-3%	2%	-1%	3%	7%
NC(=O)N1CCN(C(=O)c2ccco2)CC1	0%	14%	20µM*	i	-6%	1%	-7%	-22%
CCOC(=O)N1CCN(C(=O)N2CCOCC2)CC1	0%	21%	17%	?	9%	1%	2%	11%
COc1ccc(N(CC(=O)Nc2ccc(F)cc2)S(=O)(=O)c2ccccc2[N+](=O)[O-])c(OC)c1	18%[46 µM]	-8%	0%	i	24%	1%	-18%	-6%
O=C(NN=C1CCCCCC1)c1cccnc1	/	-11%	?	-4%	10%	-2%	-9%	12%
CC(C)C(=O)Nc1nnc(-c2ccco2)s1	/	/	/	-3%	0%	-4%	?	-5%
COc1ccc(-c2noc(-c3ccccc3C(=O)NCc3ccco3)n2)cc1	0%	25%	-2%	-11%	2%	-5%	0%	-9%
CCC(C)(C)NC(=O)C(OC(=O)c1cc2sccc2n1C)c1ccc(OC)cc1 (stereo not given)	3%	-15%	8%	-1%	-4%	1%	4%	8%
Fc1ccc2nc(C3CCN(Cc4nc(CC5CC5)no4)CC3)[nH]c2c1	/	/	-15%	i	11%	1%	-8%	-8%
COc1ccccc1OCC(=O)N/N=C1\CCCCc2ccccc21	/	/	?	-15%	-3%	-1%	-8%	0%
COc1ccc(OC)c(NC2=NC3(CCCC3)N=C(N)N2)c1	-4%	17%	7%	-10%	-8%	-6%	-4%	-2%
CC1(C)N=C(SCC(=O)Nc2ccc(Cl)cc2)C(c2ccccc2)=N1	-17%	6%	?	-7%	0%	0%	-9%	-2%
C=C(C)CSc1nnc2n(Cc3ccccc3)c(=O)c3c4c(sc3n12)CCC4	-13%	-20%	-4%	-7%	-2%	-1%	-2%	-2%
COc1ccc(N2C(=S)NC3c4cc(Cl)ccc4OC2(C)C3C(=O)N(C)C)cc1 (stereo not given)	/	/	0%	i	-5%	-1%	-4%	-3%
Nc1[nH]n2c(=O)cc(-c3ccccc3)nc2c1N=Nc1ccccc1	-15%	-91%[inhibitor]	2%	-6%	5%	-3%	3%	3%
C=CCn1c(SCC(=O)NCc2ccco2)nc2sc3c(c2c1=O)CCCC3	5%	-1%	8%	0%	1%	-4%	4%	5%
CCC1CCCCN1C(=O)c1cc(COc2ccc3ncccc3c2)on1 (stereo not given)	/	/	?	i	0%	-1%	-10%	-8%
CCN(CC)S(=O)(=O)c1ccc(N/N=C/c2ccc(OC)c(OC)c2OC)nc1	?	9%	6%	4%	-16%	0%	-6%	2%
COC(=O)[C@H](C)NC(=O)NCc1ccco1	3%	0%	?	-12%	-7%	0%	-6%	5%
CCOC(=O)C1=C(C)Nc2nc3ccccc3n2C1c1cccs1 (stereo not given)	0%	-7%	3%	-8%	4%	3%	?	7%
CCCS(=O)(=O)N1CCCC(C(=O)NCCN(C)Cc2ccccc2)C1 (stereo not given)	12%	20%	-1%	-7%	6%	-2%	6%	0%
O=C(/C=C/c1ccc(OCCCF)cc1)NCc1ccc(Cl)c(Cl)c1	?	-18%	-7%	-1%	-2%	-4%	5%	-7%
CC(=O)N1CCN(S(=O)(=O)c2cccc(C(=O)Nc3ccc4c(c3)OCO4)c2)CC1	/	-14%	-5%	-8%	6%	-1%	-2%	5%
CN(c1ccc(C(=O)NCCSCc2c(F)cccc2Cl)cc1)S(C)(=O)=O	6%[46 µM]	/	?	i	9%	0%[53 µM]	-5%	-4%[53 µM]
CC(C)CC(=O)c1c[nH]c(C(=O)NCc2cccnc2)c1	?	-7%	-11%	-14%	7%	-6%	-4%	2%
O=C(Nc1cccc(Br)c1)c1cc2ccccc2o1	-10%	/	-5%	-6%	/	0%	-11%	-2%
COc1cccc(N2CCN(c3ncccn3)CC2)c1	12%	17%	-10%	-10%	8%	-3%	3%	-16%
Cc1ccnc(NS(=O)(=O)c2ccc(NC(=O)c3ccc(C)o3)cc2)n1	-1%	-6%	2%	-2%	2%	-5%	1%	4%
O=c1nc2sc3ccccc3n2c(=O)n1-c1ccc(Cl)cc1	?	20µM*	3%	-8%	21%	1%	6%	7%
CC(=O)Nc1nnc(-c2c(-c3ccccc3Cl)noc2C)o1	/	/	-10%	-7%	4%	0%	1%	-6%
COc1ccc(NC(=O)N2CCC(C(=O)c3ccc(F)cc3)CC2)cc1	7%	-17%	1%	-5%	-3%	-2%	-2%	-16%
Cc1ccc(S(=O)(=O)NCCCCCC(=O)Nc2ccccc2)cc1	?	6%	11µM*	i	5%	-1%	1%	5%
COc1ccc(C(=O)C2CCCN(Cc3cn[nH]c3-c3ccc(F)cc3)C2)cc1OC (stereo not given)	?	/	5%	-2%	0%	-1%	-3%	-2%
COc1ccc2c(c1)OC(O)(C(F)(F)F)CC2=O (stereo not given)	1%	-4%	?	i	7%	-5%	-24%	6%
CCN(CC)c1ccc(NC2CC(=O)N(CCc3ccc(OC)cc3)C2=O)cc1 (stereo not given)	/	/	/	?	9%	19%	13µM*	-13%
COc1cccc(Nc2c(F)c(OC)c(F)c(F)c2C(=O)O)c1	-4%	-11%	-5%	i	2%	-2%	2%	3%
